# Screens (PubChem)
# FAS TE block – inhibitors of human fatty acid synthase thioesterase domain; 360,000 tested, 0.67% active; inhibition, % at 15 µM; P49327; recombinant FAS-TE, OMFH fluorogenic substrate, fluorescence endpoint;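 active = compounds whose normalised, plate-corrected inhibition of enzyme fluorescence in the single-dose primary screen is 50% or more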;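 also: 0% = DMSO with enzyme and 100% = substrate without enzyme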
# CendR NRP1 mod – alters CendR peptide binding to human NRP-1; O14786; FAM-RPARPAR peptide binding to NRP-1, fluorescence polarization; inhibition, % at 25 µM; 360,000 tested, 0.85% active; AID 602438;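 active = inhibition or corrected inhibition above about 18%, plus a signal ratio from 0.5 to 1.5, limit read from the data, passing the limit was not always enough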; also: strong numbers were not always called active
# MT1-MMP act inh – blocks activation of human MT1-MMP; P50281; 360,000 tested, 0.061% active; AID 651647; GFP/RFP ratio change, % at 20 µM; HT1080 RFP-PRO-GFP cells, GFP/RFP ratio fluorescence, overnight; percent of plate control window, DMSO zero;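 active = GFP/RFP ratio change of at least 30% with cell ATP level not reduced by more than half and red fluorescence within 50% of control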; also: strong numbers were not always called active
#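 Material – HT1080 RFP-PRO-GFP cells · Control set – DMSO wells and RFP-L50D-GFP cells · Incubation – overnight cell settling, then overnight compound exposure, 37 °C, 5% CO2 · Compound dosing – single-point 20 µM compound, 1% DMSO · Read-out – GFP/RFP fluorescence ratio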
# MsrA inh – bovine MsrA inhibition; 360,000 tested, 0.75% active; purified bovine MsrA, absorbance read-out; inhibition, % at 15.5 µM; in the data active = inhibition above about 4.5%;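 also: 0% = vehicle wells with enzyme and 100% = reference inhibitor wells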
# MLLE-PAM2 inh – blocks PAM2 peptide binding to the PABP1 MLLE domain | P11940 | GST-MLLE / FITC-PAM2 fluorescence polarization | inhibition, % at 20 µM | 360,000 tested, 0.36% active; in the data active = inhibition above about 35%, passing the limit was not always enough;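 also: plate controls were DMSO wells with GST-MLLE for no effect and wells lacking GST-MLLE protein for full effect; some results filed as inactive read as strong as hits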
# Target sequence (P11940 whole entry, looked up, the tested form may be a part): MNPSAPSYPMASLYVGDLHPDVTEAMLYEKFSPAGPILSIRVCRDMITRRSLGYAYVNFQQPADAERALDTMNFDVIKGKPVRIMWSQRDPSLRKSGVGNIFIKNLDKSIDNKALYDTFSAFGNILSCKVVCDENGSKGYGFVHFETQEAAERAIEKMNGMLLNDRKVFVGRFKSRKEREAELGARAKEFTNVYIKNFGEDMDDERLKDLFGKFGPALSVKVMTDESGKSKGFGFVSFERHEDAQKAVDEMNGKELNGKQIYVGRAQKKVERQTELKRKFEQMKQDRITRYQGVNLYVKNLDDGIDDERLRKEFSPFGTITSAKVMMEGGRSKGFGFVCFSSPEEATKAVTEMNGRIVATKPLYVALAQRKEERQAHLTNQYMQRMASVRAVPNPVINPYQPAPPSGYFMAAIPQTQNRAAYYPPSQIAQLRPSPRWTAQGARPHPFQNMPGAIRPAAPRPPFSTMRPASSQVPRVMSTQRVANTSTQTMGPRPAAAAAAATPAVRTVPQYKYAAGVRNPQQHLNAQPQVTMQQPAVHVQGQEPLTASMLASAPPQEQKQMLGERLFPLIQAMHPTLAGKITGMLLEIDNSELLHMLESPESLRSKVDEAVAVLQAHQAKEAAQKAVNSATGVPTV
# bovine MsrA act – activators of bovine methionine sulfoxide reductase A; purified bovine MsrA, absorbance read-out; activation, % at 10.6 µM; 360,000 tested, 0.3% active; in the data active = activation above about 7.5%;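 also: 0% = vehicle and 100% = reference activator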
# SKN-1 block – inhibitors of C. elegans SKN-1; C. elegans VP596 Pgst-4::GFP/RFP ratio, acrylamide-induced, 24 h; inhibition, % at 21.8 µM; 360,000 tested, 0.49% active; AID 624304;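 active = interference check ratio from 0.5 to 1.5 plus GFP to RFP signal ratio inhibition reaching or exceeding a fixed threshold, cut at about 30% in these data, passing the limit was not always enough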; also: some compounds called inactive have numbers as strong as hits
# eLon inh – inhibitors of E. coli Lon protease; purified E. coli Lon protease, fluorescence polarization; inhibition, % at 7.94 µM; 360,000 tested, 0.42% active; AID 602123; in the data active = inhibition above about 13%, passing the limit was not always enough;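 also: 0% = enzyme with probe and DMSO and 100% = no enzyme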
# Tb MetRS inh – blocks T. brucei methionyl-tRNA synthetase activity. inhibition, % at 11.9 µM. 360,000 tested, 0.4% active. purified T. brucei MetRS, ATP depletion, Kinase-Glo luminescence. AID 624268;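 active = inhibition above a per-plate cutoff of the control wells' mean inhibition plus 3 SD, cut at about 5.5% in these data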;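 also: 0% = DMSO wells median and 100% = median of wells with control inhibitor compound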
#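 Dosing: 11.9 µM compound single dose, 0.9% DMSO; Assay system: purified T. brucei MetRS enzyme; Measured by: Kinase-Glo luciferase luminescence reporting remaining unconsumed ATP; Schedule: 15 min plus 2 h at 25 °C.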
# * marks the source's active call; other numbers are inactive results; nt = not tested or not shown; & = joins results of further samples. Hits appear at their usual frequency, and some 4% of all compounds hit somewhere here.
# Values run as follows: FAS TE block, CendR NRP1 mod, MT1-MMP act inh, MsrA inh, MLLE-PAM2 inh, bovine MsrA act, SKN-1 block, eLon inh, Tb MetRS inh
CCCC(=O)Nc1ccc2c(c1)nc(CCN1CCCCC1)n2C
 : -10.9, 7.5, -0.4, 0.3, -1.6, -1.5, -7.9, 2.1, 0.0
Nc1c(C(=O)NCC2CCCO2)sc2nc3c(c(-c4ccco4)c12)CC/C3=C\c1ccco1 (stereo not drawn)
 : 9.5, -127.5, 5.8, 0.7, -34.1, -1.5, 11.4, -6.9, 0.6
CCN(CC(=O)Nc1ccc(NC(C)=O)cc1)C(=O)c1cccc(S(=O)(=O)N2CCc3ccccc3C2)c1
 : -2.7, 3.4, -2.3, 0.4, -68.5, -0.4, 0.6, -1.1, -0.2
CCOc1ccc(CCN2C(=S)N([C@@H](CC(C)C)CN3CCC[C@@H]3CN3C(=S)NC[C@@H]3CC(C)C)C[C@@H]2Cc2ccc(O)cc2)cc1
 : -93.0, 24.4*, -4.6, -0.9, -10.0, -3.5, -3.9, 5.9, -0.3
COC(=O)C1=C(C)n2cnnc2NC1c1ccc(Cl)cc1 (stereo not drawn)
 : 1.1, 0.4, -2.3, -1.0, 6.6, -2.4, 14.9, -1.8, -0.1
O=C1NCC(NC(=O)C(F)(F)F)c2cc3c(cc21)OCO3 (stereo not drawn)
 : -3.4, 3.0, 2.8, 0.7, -1.1, -14.2, -8.1, 11.0, 0.7
CC(C)(C)NC(=O)C1Cc2ccccc2CN1 (stereo not drawn)
 : -1.4, -3.0, 0.0, -0.5, -5.3, -1.6, 5.6, 6.5, 0.1
CCOc1ccc(C(=O)OC(C)C(=O)N2CCN(Cc3ccccc3)CC2)cc1 (stereo not drawn)
 : -0.7, -3.2, 3.7, -1.6, 3.3, -2.3, 7.9, -6.4, -0.1
CCOC(=O)C1(CCc2ccccc2)CCN(C(=O)CCc2cnccn2)CC1
 : 2.0, 5.4, -0.2, 0.2, -6.5, -1.3, -2.3, 5.6, -0.2
CC(C)(C)CNC(=O)C1(C)CCN1C(=O)Cc1ccc(-c2ccccc2)cc1 (stereo not drawn)
 : 8.4, -5.1, -1.1, -1.1, 11.9, -1.0, 4.4, -17.1, 0.2
Cc1onc(-c2c(F)cccc2Cl)c1C(=O)Nc1c(C)n(C)n(-c2ccccc2)c1=O
 : -1.8, 4.9, 8.5, 0.2, 9.9, -0.2, 10.7, -8.9, 0.0
Cc1cccc(OCCC(=O)Nc2c(C)n(C)n(-c3ccccc3)c2=O)c1
 : -2.3, -5.5, 0.4, -0.2, -8.6, -0.9, 23.9, 1.2, 0.6
Cc1ccccc1C(=O)N1CCC(C(=O)NC(C)c2ccc(-n3ccnc3)cc2)CC1 (stereo not drawn)
 : -3.8, -9.8, -4.2, -0.3, 5.2, -4.8, -2.6, -3.1, -0.3
O=C(O)COc1ccc(/C=N/Nc2nc(Nc3ccccc3)nc(N3CCCCC3)n2)cc1
 : -9.1, 0.1, 0.5, -0.5, -5.5, -9.9, 12.7, 2.9, -0.6
Cc1noc(C)c1NC(=O)N(C)C[C@H]1OCCCC[C@@H](C)Oc2ccc(NC(=O)Nc3ccc(F)cc3)cc2C(=O)N([C@@H](C)CO)C[C@H]1C
 : -4.9, -2.8, 3.9, -1.6, -9.4, -2.1, -5.3, -2.9, 0.1
CCOC(=O)N1CCN(C2=CC(=O)OC23CCCCC3)CC1
 : -5.7, -5.4, -3.8, 0.4, -17.5, -2.0, 9.4, -1.3, -0.1
CCC1CCCCN1CCCNC(=O)Cn1c(=O)c2cccn2c2ccccc21 (stereo not drawn)
 : -7.2, 3.8, -2.9, -0.6, -2.4, 0.5, -4.6, -0.3, -0.4
CCOC(=O)c1c(NC(=O)C[n+]2ccc(N(C)C)cc2)sc(C)c1C
 : -0.9, 6.7, -5.1, -0.5, 1.2, -1.6, 6.2, 7.0, 0.2
O=C(COc1ccccc1[N+](=O)[O-])OCC(=O)N1CCC(Cc2ccccc2)CC1
 : -2.0, -4.1, 3.1, -0.4, -2.4, -3.7, -8.7, 4.2, -1.1
COC(=O)C1=C(C)NC(C)=C(C(=O)OC)C1C(=O)OCCN1C(=O)c2ccccc2C1=O
 : -10.0&-2.1, 9.1&10.0, -1.8&3.5, 0.0&1.4, -9.1&-10.2, -3.1&-5.1, 14.4&1.4, 0.0&-2.6, -0.3&0.2
Cc1c(NC(=O)CC(C)C)c(=O)n(-c2ccccc2)n1C
 : -6.1, 5.9, 5.6, 1.0, 0.7, -1.7, 4.0, 2.9, 0.4
CCOc1nc2cnccc2n(CC(=O)Nc2c(F)c(F)cc(F)c2F)c1=O
 : -5.0, -1.6, 0.2, -0.4, -3.2, 1.3, 20.5, 4.6, 0.6
CCN1CCCC1CNC(=O)C1CCCN(S(=O)(=O)c2cccc3nsnc23)C1 (stereo not drawn)
 : -4.9, 3.8, 0.6, 1.4, -7.0, -3.7, 10.9, 0.6, -0.3
Cc1ccc(NC(c2ccccc2)c2nc3ccccc3[nH]c2=O)cc1 (stereo not drawn)
 : 9.4, 10.4, -4.8, -0.1, -6.0, -4.1, -0.4, 20.0, -0.6
CCOc1ccc(-n2c(Cc3ccccc3)nnc2SCc2c(C)noc2C)cc1
 : -3.0, 3.6, -0.3, -1.4, -78.5, 1.0, -10.4, -2.4, -1.3
COC1=CC(=O)OC(c2cccc(C(F)(F)F)c2)C1 (stereo not drawn)
 : nt, 5.3, 2.9, -0.3, nt, nt, 4.3, nt, -0.4
CN1CCN(c2ccccc2NC(=O)c2c(F)cccc2F)CC1
 : -3.3, 0.9, 0.3, -0.7, 2.1, -1.4, 2.3, 1.8, -0.5
COC(=O)c1cc(N2CCNCC2)nc2ccccc12
 : -27.9, 1.1, -5.3, 0.7, 32.5, -4.4, -2.2, 1.8, -0.8
CSc1cccc(NC(=O)/C=C/c2ccccc2)c1
 : 20.4, -5.8, -0.8, 0.0, 5.4, -5.7, 14.3, 2.0, -0.1
O=C(O)COc1ccccc1-c1ccccc1
 : -3.6, 7.6, -0.4, -0.7, 0.4, -1.9, 5.5, 1.6, -0.2
C#CCOCCOCCOCCNc1nc(N2CCN(C(=O)[C@H](CCCCN)n3cc([C@@H](N)C(C)CC)nn3)CC2)nc(N2CCN(C(=O)[C@H](Cc3cc4ccccc4[nH]3)n3cc([C@@H](N)C(C)CC)nn3)CC2)n1 (stereo partly drawn)
 : -7.9, 6.7, -0.4, nt, 8.2, 1.1, -10.1, -3.5, -0.1
Cc1ccc(S(=O)(=O)N2CCC(=O)N(CCOC(=O)Nc3ccc(C)c(C)c3)CC2)cc1
 : 9.5, 7.7, 4.1, 0.5, -1.6, -1.5, -4.7, -4.1, -0.1
Cc1c(Cl)cccc1NC(=O)CCCn1nc([N+](=O)[O-])cc1C
 : 13.9, 8.9, 2.7, 1.4, 10.4, -4.3, -9.4, 3.9, -1.2
COc1ccc(NC(=O)CSCC(=O)N2CCN(c3cccc(C(F)(F)F)c3)CC2)cc1
 : 14.7, 2.9, 2.4, -0.2, 5.5, -0.1, -5.5, -0.1, -0.3
CN(C)S(=O)(=O)N(CC(=O)NCCSCc1ccc(Cl)cc1)c1ccccc1
 : 7.7, 5.5, -1.3, 0.4, 1.3, -6.0, 0.0, -3.9, -1.3
Cc1cc(Nc2n[nH]c(N)c2C#N)ccc1F
 : -10.4, 15.9, -0.6, -1.2, -3.0, -3.1, 6.0, 1.4, 0.1
O=C1CCCc2c1cc(C(=O)O)c(=O)n2-c1ccccc1
 : -4.8, 15.3, -0.9, 0.3, -2.7, -2.4, 3.7, -5.5, -0.7
Cc1cc(C)cc(CSc2ccc(S(=O)(=O)N3CCCC3)cn2)c1
 : 26.7, 4.3, -9.9, -1.3, -8.7, -3.3, 8.7, -2.6, 0.1
O=c1[nH]c(C(Cl)(Cl)Cl)nc2ccc3ccccc3c12
 : -5.9, 0.8, 2.2, -1.3, 2.9, -6.7, 6.6, 6.7, -0.7
COc1ccc(C(=O)C[n+]2cccc3cc(C)ccc32)cc1
 : -4.8, -15.3, -2.4, 0.3, -8.7, -4.9, 6.8, -4.5, 1.0

# Other records follow.
Molecule,FAS TE block,CendR NRP1 mod,MT1-MMP act inh,MsrA inh,MLLE-PAM2 inh,bovine MsrA act,SKN-1 block,eLon inh,Tb MetRS inh
Cc1cc(-c2nn(-c3ccccc3F)cc2CN2CCN(c3ccccn3)CC2)c(C)s1,28.8,-9.7,-4.3,0.2,4.9,-1.6,3.0,-2.2,-0.5
Cc1ccc(S(=O)(=O)NCC(=O)OCCOc2cccc(Cl)c2)cc1,19.8,-3.6,-4.1,-0.5,8.8,-0.4,-1.7,-3.1,-0.4
COc1ccc(C(=O)NCc2ccc(C(=O)NCC(OC)OC)cc2)cc1OC,-3.7,7.1,1.3,-0.2,-4.4,-2.5,-2.9,-0.5,-1.0
COc1ccc(CNC(=O)CN(c2ccc(C)cc2)S(=O)(=O)c2c(C)noc2C)cc1,4.5,-10.5,4.4,0.1,-9.3,-2.2,12.5,-1.9,-0.1
O=C(COC(=O)C1=COCCO1)NCCCc1ccccc1,-5.7,6.4,-0.6,-0.5,-8.1,-0.6,-9.5,-0.7,-0.4
CCOc1ccc(S(=O)(=O)Nc2ccccc2C(=O)NCc2ccco2)cc1,7.4,-6.1,-1.7,1.6,-4.5,-1.4,-0.3,-5.4,0.1
O=C(NC(Cc1ccccc1)C(=O)O)c1cccnc1Cl (stereo not drawn),-1.0,-0.7,0.1,1.1,-0.6,-0.6,-19.4,3.7,0.1
O=C(NCc1ccccn1)c1nc(Cn2cc([N+](=O)[O-])cn2)no1,-7.0,1.6,-1.4,-0.8,-8.7,-3.5,-4.9,7.5,-0.4
CC1(C2CC2)NC(=O)N(CC(=O)Nc2ccccc2-c2ccccc2)C1=O (stereo not drawn),-5.0,22.0,0.4,-1.3,-9.5,-3.1,7.4,-2.5,0.3
COC(=O)CCC(=O)OC1(C)C(=O)C2=CN(C3CC3)C(c3ccc(OC)cc3)=CC2=C(Br)C1=O (stereo not drawn),-8.1,-1.7,2.6,1.5,-10.0,-12.9,-1.8,-13.6,-0.3
Nc1nn(S(=O)(=O)c2cccc3nsnc23)cc1-c1ccc(Br)cc1,22.4,-4.2,7.6,0.8,-7.2,2.1,-1.6,6.0,0.2
CCn1nc(C)c(CNC(=O)C2CCC(=O)N(CCc3ccc(OC)cc3)C2)c1C (stereo not drawn),-7.0,5.4,3.8,0.0,1.2,2.5,-12.7,-3.3,-0.1
